# Screening results from PubChem BioAssay.
# IDE cell activ: activators of human insulin-degrading enzyme in cells; P14735; HEK cells, FAbeta-B cleavage, fluorescence polarization; 0% vehicle, 100% cell-free pure enzyme wells; activation, % at 5.96 µM; 340,000 compounds, 0.073% hits;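 active = activation above the mean of all tested compounds plus 3 SD, set per screening campaign, cut at about 17% in these data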
# CRFR2-BP antag: CRF-BP/CRF-R2 complex antagonism; 350,000 compounds, 0.59% hits; AID 588475; inhibition, % at 11.8 µM; HEK293 CRF-R2/CRF-BP, CRF-induced calcium fluorescence;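 active = inhibition of the ligand-induced calcium signal above about 50% at the single tested concentration, limit read from the data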
# SUMO HTRF inh: SUMOylation inhibition; P63279; HTRF SUMOylation assay, SAE1/SAE2 + UBC9, in vitro; inhibition, % at 35 µM; 290,000 compounds, 0.36% hits; AID 2006; in the data active = inhibition above about 50%, passing the limit was not always enough; also: strong numbers were not always called active
# Target sequence (P63279 whole entry, looked up): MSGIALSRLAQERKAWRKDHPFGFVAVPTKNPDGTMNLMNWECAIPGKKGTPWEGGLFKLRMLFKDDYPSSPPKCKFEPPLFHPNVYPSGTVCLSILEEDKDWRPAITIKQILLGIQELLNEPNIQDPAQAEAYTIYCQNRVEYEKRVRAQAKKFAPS
# IMP-1 inhibitor: blocks Pseudomonas aeruginosa IMP-1 metallo-beta-lactamase; 290,000 compounds, 0.45% hits; purified IMP-1, nitrocefin hydrolysis, epi-absorbance fluorescence; inhibition, % at 5.6 µM; AID 1556;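 active = inhibition above the mean plus 3 SD of all compounds in the same screening run, cut at about 4.5% in these data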;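 also: 0% = IMP-1 with DMSO and 100% = DMSO wells lacking enzyme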
#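 System: purified IMP-1; amount: IMP-1 0.2 nM before substrate addition; compound: single dose, 5.6 µM; times: 25 °C, 15 min preincubation, 25 min reaction; signal: Epi-absorbance via hydrolysed-nitrocefin quenching of white-plate fluorescence, 480/530 nm, EDTA stop; benchmarks: DMSO with and without IMP-1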
# pCIP destab: lowers stability of the mouse p/CIP coactivator protein. 290,000 compounds, 0.01% hits. F442A p/CIP-EGFP cells, EGFP fluorescence, 16 h. decrease of EGFP signal, % at 10 µM;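 active = EGFP signal decrease of at least 30% at 10 µM or well 3 SD below plate mean, unless failing retest; inactive = the rest, including hits failing retest or dose response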; also: some compounds called inactive have numbers as strong as hits; many of its hits are not listed in these tables
# HCV NS3 hel inh: HCV NS3 helicase inhibition; inhibition, % at 10.9 µM; 290,000 compounds, 0.56% hits; NS3 helicase DNA unwinding, Cy5 molecular beacon fluorescence; AID 1800;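 active = inhibition above the mean of all tested compounds plus 3 SD, set per campaign, cut at about 35% in these data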;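 also: 0% = DMSO wells and 100% = thioflavine S control wells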
#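 Assay system – hepatitis C virus NS3 helicase domain fragment enzyme · Buffer or medium – MOPS pH 6.5, MgCl2, DTT, Tween20, BSA · Reagent – Cy5/quencher beacon DNA duplex and ATP to start · Compound – single 10.9 µM dose · Timing – 1 h at 25 °C · Technique – Cy5 beacon fluorescence read at start and 1 h · Measure – % inhibition of unwinding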
# GalR3 antagonist: human GalR3 antagonism; O60755; HEK293 GalR3-CNG cAMP membrane potential fluorescence; galR3 body fused to GalR1 C-terminus; inhibition, % at 3 µM; 360,000 compounds, 0.44% hits;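 active = inhibition above the screen-wide average plus 3 SD, cut at about 13% in these data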;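 also: forskolin and galanin both at EC90 stimulate the cells; cAMP rise reported by CNG channel membrane potential dye signal; 0% = forskolin plus galanin with DMSO and 100% = forskolin alone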
# Target sequence (O60755 1-299 limits assumed): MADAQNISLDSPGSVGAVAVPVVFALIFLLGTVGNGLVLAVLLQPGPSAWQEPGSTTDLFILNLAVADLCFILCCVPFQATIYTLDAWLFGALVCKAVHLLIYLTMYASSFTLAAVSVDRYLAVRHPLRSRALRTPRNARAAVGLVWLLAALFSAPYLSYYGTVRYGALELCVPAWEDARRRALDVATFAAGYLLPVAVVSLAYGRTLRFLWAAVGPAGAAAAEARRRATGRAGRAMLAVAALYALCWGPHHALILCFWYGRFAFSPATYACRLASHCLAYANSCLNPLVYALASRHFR
# VIM-2 inh: blocks Pseudomonas aeruginosa VIM-2 metallo-beta-lactamase. inhibition, % at 5.6 µM. purified VIM-2, nitrocefin hydrolysis, epi-absorbance fluorescence. 290,000 compounds, 0.89% hits;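 active = inhibition above the mean of all tested compounds plus 3 SD, cutoff set per screening run, cut at about 7.5% in these data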;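 also: red hydrolysis product quenches plate fluorescence so inhibitors raise well fluorescence; 0% = enzyme with DMSO and 100% = DMSO without enzyme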
# IDE inh: inhibitors of human insulin-degrading enzyme in cells; P14735; HEK cells, FAbetaB cleavage, fluorescence polarization; inhibition, % at 5.59 µM; 320,000 compounds, 0.41% hits; AID 434962;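 active = percent inhibition above the average of all tested compounds plus 3 SD, set per screening campaign, cut at about 16% in these data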;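 also: IDE supplied by intact live HEK cells; FP after avidin binding of uncleaved biotin substrate so inhibition keeps polarization high; 0% = DMSO wells and 100% = 60 µM reference IDE inhibitor Ii1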
# Active calls of the source: *; / = no result given; & = joins results of further samples.
entry	SMILES	IDE cell activ	CRFR2-BP antag	SUMO HTRF inh	IMP-1 inhibitor	pCIP destab
1	COc1cc(CN2CCC(n3nccc3NC(=O)c3ccccc3OC)CC2)ccc1F	-4	-21	22	-3.0	-4
2	O=C(Cc1cccs1)N1CCN(c2ccc(F)cc2)CC1	3	17	5	-2.9	-4
3	CC(C)CCNC(=O)c1cc2c(=O)n3ccccc3nc2s1	5	6	26	-2.4	3
4	CC1CCN(CCC(=O)Nc2ccc(Br)cc2)CC1	12	-14	/	-4.3	/
5	Oc1ccccc1-c1cc(-c2ccc(Cl)cc2)n[nH]1	1	20	2	-1.8	-4
6	COc1ccc(CCC(=O)Nc2ccccc2C(F)(F)F)cc1	2	19	-1	-5.2	0
7	O=C(NCc1ccco1)c1cc(-c2cccnc2)nc2ccc(Cl)cc12	4	18	21	-3.5	-10
8	CC1C(=O)C(C)C(c2ccc([N+](=O)[O-])cc2)NC1c1ccc([N+](=O)[O-])cc1 (stereo not given)	-2	9	6	0.3	1
9	CC(=O)Cc1nsc(NC(=O)c2ccc(F)cc2)n1	2	6	10	-4.2	-13
10	O=C(O)c1cccc2c1/C(=N/Nc1ccc([N+](=O)[O-])cc1[N+](=O)[O-])c1ccccc1-2	0	5	22	-1.6	-6

entry	HCV NS3 hel inh	GalR3 antagonist	VIM-2 inh	IDE inh
1	1	-1	-3.8	6
2	0	-1	-4.8	-3
3	1	-9	4.8	-2
4	2	-14	-5.4	1
5	-14	-11	-3.5	-2
6	2	0	-3.7	0
7	-4	-2	-3.0	-1
8	2	3	-0.2	1
9	-1	0	2.8	3
10	3	/	2.2	1

# Further records:
entry	SMILES	IDE cell activ	CRFR2-BP antag	SUMO HTRF inh	IMP-1 inhibitor	pCIP destab
11	C=CCOc1ccc(C(=O)Nc2ccc(OCC)cc2)cc1	-1	33	25	0.5	-3
12	COC(=O)c1sc(N2C(=O)C(O)=C(C(=O)c3ccc(C)o3)C2c2cccs2)nc1C (stereo not given)	4	2	19	-0.3	-21
13	O=[N+]([O-])c1ccc2c(c1)C(N1CCOCC1)/C(=C/C1(O)CCCCC1)O2 (stereo not given)	8	-11	-3	-0.5	-9
14	COc1ccc(Cn2nnnc2C(c2ccc(C)cc2)N2CCN(C3CCCC3)CC2)cc1 (stereo not given)	-1	-8	1	-3.4	9
15	C=CCSc1nnc2c(n1)OC(c1ccco1)Nc1ccccc1-2 (stereo not given)	3	20	2	-2.0	6
16	CCCCN(C)Cc1c(C)[nH]c2ccc(OCC)cc2c1=O	5	-17	1	-2.3	2
17	O=C(NNC1CC(=O)N(c2ccc(Cl)cc2)C1=O)c1ccco1 (stereo not given)	4	-6	0	-2.1	-7
18	CCC(C)N1CC(C(=O)O)CC1=O (stereo not given)	1	6	24	-3.1	2
19	COc1ccccc1N1CCN(C(CNS(=O)(=O)c2cc(F)ccc2F)c2cccnc2)CC1 (stereo not given)	1	8	5	-2.3	-11
20	Cc1ccccc1OCCC(=O)OCC(=O)NC1CCS(=O)(=O)C1 (stereo not given)	3	9	/	/	/

entry	HCV NS3 hel inh	GalR3 antagonist	VIM-2 inh	IDE inh
11	11	-5	-4.2	1
12	10	10	-4.6	2
13	5	1	-1.5	-1
14	-21	-6	-1.1	-1
15	17	-3	-3.2	-2
16	0	3	-2.8	2
17	-3	-4	-1.1	1
18	2	-5	-0.8	1
19	-20	3	-4.7	8
20	/	-5	/	-1

# The listing continues.
entry	SMILES	IDE cell activ	CRFR2-BP antag	SUMO HTRF inh	IMP-1 inhibitor	pCIP destab
21	COc1ccccc1N1CCN(Cc2nnnn2CCc2ccccc2)CC1	3	-8	6	-2.9	-4
22	CC(=O)Nc1cccc(C(=O)OC(C)C(=O)N2CCc3ccccc32)c1 (stereo not given)	5	2	/	/	/
23	O=c1c2ccccc2nc(N/N=C/c2ccccc2)n1O	2	9	4	-1.6	-2
24	O=c1[nH][nH]c(=O)c2cc([N+](=O)[O-])ccc12	-4&8	-8&-7	/	/	/
25	Cc1oc2c(CN(C)C)c(O)ccc2c(=O)c1-c1ccc2ccccc2n1	1	-7	-2	-4.5	6
26	Cc1ccc(N2C(=O)NC3(CCCCC3)C2=O)cc1	1	-17	5	-1.3	1
27	OCCN1CCN(Cc2cccc(Oc3ccc(Cl)cc3)c2)CC1	-1	5	12	-2.6	-16
28	COC1(NS(=O)(=O)c2ccc(Br)cc2)C(C)=CC(=O)C=C1C	-2	14	18	-1.8	6
29	Cc1cc(=O)[nH]c(N=N/C(=N/Nc2ccc(O)cc2)c2ccccc2)n1	6	-15	16	-2.9	-41
30	CCCOc1cccc(C(=O)NCCCNC(=O)c2ccccn2)c1	-1	36	1	-1.5	6

entry	HCV NS3 hel inh	GalR3 antagonist	VIM-2 inh	IDE inh
21	-20	-3	1.8	-3
22	/	-1	/	-3
23	0	-5	-2.3	1
24	/	-4&-3	/	3
25	1	-1	-3.9	-2
26	-2	1	-0.4	5
27	-20	-6	-1.6	0
28	2	3	-1.4	7
29	-7	-2	-1.9	4
30	-6	0	-1.6	1

# Five entries from above, sorted by the number in IDE cell activ, low to high.
no.	mol	IDE cell activ
28	COC1(NS(=O)(=O)c2ccc(Br)cc2)C(C)=CC(=O)C=C1C	-2
30	CCCOc1cccc(C(=O)NCCCNC(=O)c2ccccn2)c1	-1
25	Cc1oc2c(CN(C)C)c(O)ccc2c(=O)c1-c1ccc2ccccc2n1	1
23	O=c1c2ccccc2nc(N/N=C/c2ccccc2)n1O	2
29	Cc1cc(=O)[nH]c(N=N/C(=N/Nc2ccc(O)cc2)c2ccccc2)n1	6

# From no. 29 as far as 30, as listed above:
entry	SMILES	IDE cell activ	CRFR2-BP antag	SUMO HTRF inh	IMP-1 inhibitor	pCIP destab
29	Cc1cc(=O)[nH]c(N=N/C(=N/Nc2ccc(O)cc2)c2ccccc2)n1	6	-15	16	-2.9	-41
30	CCCOc1cccc(C(=O)NCCCNC(=O)c2ccccn2)c1	-1	36	1	-1.5	6

entry	HCV NS3 hel inh	GalR3 antagonist	VIM-2 inh	IDE inh
29	-7	-2	-1.9	4
30	-6	0	-1.6	1

# The list goes on:
entry	SMILES	IDE cell activ	CRFR2-BP antag	SUMO HTRF inh	IMP-1 inhibitor	pCIP destab
31	CCOC(=O)c1cc(NC(=O)Nc2cc(C)ccn2)c(C)nc1C	1	113*	-5	-1.4	12
32	CCN(CC(=O)NCCc1ccc(S(N)(=O)=O)cc1)Cc1nc2ccccc2c(=O)[nH]1	2	4	13	-3.7	6
33	CCn1c(=O)c2sccc2n(Cc2ccc(C)cc2)c1=O	1	-2	8	-1.8	-11
34	COc1cc(NC(=O)c2ccccc2)c(OC)cc1NC(=O)Cc1ccc(Br)cc1	0	1	47	-3.0	-2
35	CCC(C)NS(=O)(=O)c1ccc(OCC(=O)Nc2ccc(F)cc2F)cc1 (stereo not given)	-1	3	9	-1.3	5
36	O=C(c1ccccc1)c1cc(F)c(N2CCOCC2)cc1Cl	1	9	19	-3.2	-3
37	COc1cc(OC)c(C2CC(=O)N3CN(c4ccccc4)CSC3=C2C#N)cc1OC (stereo not given)	-13	40	16	-2.6	-3
38	CC(C)CC(C(=O)NCc1ccccn1)N1C(=O)c2ccccc2C1=O (stereo not given)	3	-8	-38	-5.1	1
39	O=C(CNS(=O)(=O)c1cccs1)NCc1ccc(F)cc1	4	-5	11	-1.4	11
40	COc1ccccc1-c1nc(SCc2ccccn2)n[nH]1	7	-3	9	/	-1

entry	HCV NS3 hel inh	GalR3 antagonist	VIM-2 inh	IDE inh
31	-7	4	-2.5	-3
32	1	-3	-4.5	1
33	2	-10	1.6	1
34	-14	-5	-0.6	-2
35	0	3	-0.4	5
36	-1	-3	-0.7	0
37	21	0	-0.2	-2
38	0	3	-3.1	-6
39	-2	-1	-1.6	-1
40	/	-4	/	1

# (cont.)
entry	SMILES	IDE cell activ	CRFR2-BP antag	SUMO HTRF inh	IMP-1 inhibitor	pCIP destab
41	CCN(C(=O)c1cc2c(=O)n3ccccc3nc2n1C)C1CCCCC1	6	-16	/	-0.2	-14
42	O=C(CN1C(=O)c2ccccc2C1=O)Nc1ccccc1N1CCOCC1	1	7	11	-0.9	-9
43	CC(C)(C)C(=O)NNC(=O)c1cnccn1	2	2	22	-0.8	-5
44	Nc1nonc1-c1noc(CCCOc2ccc(Cl)cc2Cl)n1	-8	-24	-9	-2.0	1
45	Cc1ccc(C)c(-c2csc(NC(=O)c3c(C)noc3C)n2)c1	5	-4	/	/	/
46	COc1ccc([C@@H]2[C@@H]3C(=O)N(C(C)(C)C)C(=O)[C@@H]3[C@]3(C)C(=O)N(c4cccc(C)c4)C(=O)N23)cc1	0	-2	7	-1.5	14
47	Cc1cc(N)n(-c2ccccc2)n1	3	-22	-1	-4.1	-4
48	COC(CNC(=O)C1CCCN1C(=O)OCc1ccccc1)OC (stereo not given)	1	-4	-6	-1.3	13
49	Cc1cc(OC(F)F)ccc1NC(=S)NCCc1ccccc1	-3	1	-15	0.4	15
50	Cc1ccc(-n2c(C)nnc2SCC(=O)Nc2ccccc2)cc1	-1	14	10	-3.3	-12

entry	HCV NS3 hel inh	GalR3 antagonist	VIM-2 inh	IDE inh
41	5	6	3.4	4
42	12	-4	-4.6	8
43	-3	-1	-0.8	10
44	0	-6	-2.9	3
45	/	-5	/	-2
46	-8	-5	-0.3	0
47	6	-3	-2.9	3
48	-4	-3	-2.5	-1
49	3	-2	0.4	0
50	-1	-2	-2.4	2

# (continued)
entry	SMILES	IDE cell activ	CRFR2-BP antag	SUMO HTRF inh	IMP-1 inhibitor	pCIP destab
51	O=C(Nc1cc(S(=O)(=O)N2CCOCC2)ccc1N1CCOCC1)c1ccccc1F	20*	-6	/	/	/
52	CC(C(=O)Nc1ccc(F)c(F)c1F)N(C)Cc1cccs1 (stereo not given)	-1	-1	7	-2.7	-14
53	COc1ccc(Cl)cc1C(=O)NNC(=O)COC(=O)c1ccc(Br)o1	0	12	/	/	/
54	COc1cccc(C(C(=O)NC2CCCC2)N(Cc2ccco2)C(=O)c2ccco2)c1OC (stereo not given)	1	12	14	-2.1	0
55	COc1ccccc1N1CCN(S(=O)(=O)c2cccs2)CC1	10	13	10	-2.2	7
56	CCO[C@@H]1OC(C(N)=O)=C[C@H](c2cn(C(C)=O)c3ccccc23)[C@H]1CCCO	3	-3	-2	-1.3	-15
57	Cc1ccc(-c2[nH]nc3c2C(c2ccsc2)C(C#N)=C(N)O3)cc1 (stereo not given)	-2	-77	-11	-4.4	0
58	CN1c2cccc3cccc(c23)N(C)C1(C)C	0	-25	20	3.9	5
59	Cc1ccc(Cl)cc1NC(=O)CC1NCCNC1=O (stereo not given)	8	10	0	0.3	-4

entry	HCV NS3 hel inh	GalR3 antagonist	VIM-2 inh	IDE inh
51	/	-2	/	3
52	7	-3	-3.1	6
53	/	-6	/	-2
54	-4	-4	-1.9	-1
55	2	-5	0.4	3
56	7	-9	-2.8	-2
57	9	-2	-5.3	1
58	2	-4	4.2	1
59	0	-3	-2.0	3
